# Lipid storage S3 = qHTS Assay for Lipid Storage Modulators in Drosophila S3 Cells; actives 0.64% (n = 320,000); AID 2685; Drosophila S3 cells, BODIPY lipid droplet fluorescence, 18-24 h; cells fed with added oleic acid; lipid storage change, negative = inhibition, % at the top dose, mostly 46.1 µM; hits show Potency in µM; active = well fitted inhibition curve with a large enough effect in the signal ratio, with a control signal flat, not every such curve was filed as active; inconclusive = small, poorly fitted or top-dose-only effect, or effect the other way, or a change in a side signal; the % refers to the signal ratio
#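 Drosophila S3 cells loaded with oleic acid (400 uM, as added) and compounds at several concentrations; lipid droplets imaged by 488-nm laser-scanning cytometry, 500–530 nm intensity and object ratio to cell channel. Percent activity normalized to 20 uM Triacsin C.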
# Lipid storage S3 cell count max = also measured in Lipid storage S3; calls as there; cell number change, %; measured here: cell count max response;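 cells counted by Cell Tracker Red CMTPX staining in the red channel; peak over a dose series mostly up to 46.1 µM; percent activity relative to internal control wells on each plate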
# * hit, by the source's call; i = inactive; ? = inconclusive; · = not tested or not shown. % is scaled to controls: 0 for no effect and ±100 for the full control effect; potency is read from the fitted curve at half-maximal effect.
# Every second line gives: Lipid storage S3 | Lipid storage S3 cell count max
COc1ccc(C2=NS(=O)(=O)N(C)C(C(=O)N(C)Cc3ccccc3)=C2)cc1
    ? | ·
Cc1ccccc1N1CCN(Cc2cc3c(cc2[N+](=O)[O-])OCO3)CC1
    i | 9
Nc1sc(-c2ccccc2)cc1-c1n[nH]c(=S)n1C1CCCCC1
    -22% | -35
Cc1sc2nc(Cc3ccccc3)[nH]c(=O)c2c1-c1ccccc1
    ? | ·
COC(=O)[C@H](Cc1ccccc1)NC(=O)NCc1ccccc1
    ? | ·
CCOc1ccccc1NC(=O)Nc1cc(C(=O)O)ccc1C
    ? | ·
O=C(Nc1nc(-c2ccccc2)cs1)C1CCCO1 (stereo not drawn)
    i | ·
COc1ccc(NC(=O)CN(C)C(=O)c2ccc(-c3ccccc3Cl)o2)cc1
    ? | ·
COc1ccccc1N1CC(O)=C(c2nc3ccccc3s2)C1=N
    ? | ·
CC(C)C(NS(=O)(=O)c1cccs1)C(=O)NCc1ccccc1Cl (stereo not drawn)
    -1% | -10
CC(=O)c1cccc(S(=O)(=O)N2CCN(CCOc3ccccc3)CC2)c1
    ? | ·
CN1C(=O)C(CC(=O)Nc2ccc(F)cc2)N(CCCc2ccccc2)C1=S (stereo not drawn)
    15% | -2
O=C(NC1CCCCC1)NC1(C(=O)NCCCN2CCOCC2)CCCCC1
    i | 11
COc1cc2oc(=O)c(Br)c(C)c2c(OC)c1OC
    15% | -15
Cc1ccc(C)c(N2CCN(C(=O)c3ccc4nc(-c5ccco5)c(-c5ccco5)nc4c3)CC2)c1
    10% | -1
O=[N+]([O-])c1cccc(/C=C/C=N/Nc2nc(N3CCCCC3)nc(N3CCCCC3)n2)c1
    2% | 12
CC(Nc1ccnc2cc(Cl)ccc12)c1ccc(S(N)(=O)=O)cc1 (stereo not drawn)
    i | 4
Cc1cc(C)nc(SCc2ccc3nonc3c2)n1
    ? | ·
CCCC(=O)C1=C(O)C(C(=O)OC)C(C)(C)CC1=N (stereo not drawn)
    ? | ·
Cc1cc(N/C=C\c2nnnn2-c2ccccc2)no1
    ? | ·

# Carrying on:
# Every second line gives: Lipid storage S3 | Lipid storage S3 cell count max
O=c1[nH]c2cc3c(cc2cc1CN(Cc1nnnn1CC1CCCO1)C1CCCC1)OCO3 (stereo not drawn)
    36% | 9
O=C(CNC(=O)C(c1ccccc1)c1ccccc1)N/N=C/c1ccc(O)cc1O
    -21% | -11
COc1ccc(C(=O)NC(=S)NCCO)cc1Br
    ? | ·
O=C(NNC(=S)Nc1ccccc1Cl)c1ccccc1Cl
    ? | ·
CC(=O)c1cccc(NC(=O)NC2CCCCCCC2)c1
    11% | ·
C/C(=N\NC(=O)c1ccccc1O)c1ccc(Br)s1
    6% | 8
Cc1ccc(NC(=O)C(NC2CCCc3ccccc32)c2ccccc2)c([N+](=O)[O-])c1 (stereo not drawn)
    ? | ·
CC1(C)CC(=O)C(=CN2CCOCC2)C(=O)C1
    ? | ·
Cc1[nH]n2c(=O)c3c(nc2c1-c1ccc(F)cc1)CCCC3
    -34% | ·
COc1ccccc1-c1cc2nc(C)c(CCC(=O)NCc3ccc(F)cc3)c(C)n2n1
    ? | ·
COc1cccc(CN2CC(C(=O)NCCOc3ccccc3)CCC2=O)c1 (stereo not drawn)
    ? | ·
O=C(O)CSc1nnc(-c2ccncc2)n1Cc1ccccc1
    ? | ·
CCC(C)NC(=O)CSC1=Nc2ccccc2C2=NC(CC(=O)NCc3ccccc3)C(=O)N12 (stereo not drawn)
    3% | 0
CCn1c(Cc2ccccc2)nnc1SCC(=O)Nc1nnc(-c2ccccc2)s1
    ? | ·
COC(=O)C1C(=O)NC(SC)=C(C#N)C1c1ccccc1F (stereo not drawn)
    -2% | -5
Cc1ccccc1N1CCN(Cc2c(C#N)c3ccccc3n2C)CC1
    ? | ·
COc1cc(C(Nc2ccc3c(c2)OCO3)C(=O)NC2CCCCC2)cc(OC)c1OC (stereo not drawn)
    i | ·
Fc1ccccc1CNc1ncnc2sccc12
    ? | ·
CCOc1ccc(NC(=O)CCN2C(=O)c3ccccc3C2=O)cc1
    ? | ·
NC(=O)COC(=O)CNC(=O)c1ccc(Cl)cc1
    ? | ·

# New compounds follow.
# Every second line gives: Lipid storage S3 | Lipid storage S3 cell count max
O=C(CNC(=O)c1cccs1)N/N=C/c1c(F)cccc1Cl
    -20% | -11
CCN(CC)c1ccc(C=C(c2nnnn2-c2ccc(C)cc2)c2nnnn2-c2ccc(C)cc2)cc1
    -1% | 2
CCS(=O)(=O)C1=NN2C(=N)/C(=C\c3ccc(OC(=O)c4ccco4)c(OC)c3)C(=O)N=C2S1
    -17% | -13
COc1ccc(C2N(c3cc(C)on3)C(=O)C3CCCN32)cc1OC (stereo not drawn)
    -3% | -3
C=CCOC(=O)C1=C(C)OC(N)=C(C#N)C1c1c(C)nn(-c2ccccc2)c1Cl (stereo not drawn)
    ? | ·
CCOC(=O)C(NC(=O)c1ccccc1)(Nc1cc(C)on1)C(F)(F)F (stereo not drawn)
    ? | ·
Cc1cc(C)c(NC(=O)Cn2nnc(C(=O)NCCc3ccccc3)c2N)c(C)c1
    ? | ·
CN1CCN(C/C(=C2/N=C(c3ccccc3)OC2=O)N(C)C)CC1
    i | ·
CCN1CCCC1CNC(=O)c1cn(C)c2ccc(S(=O)(=O)N3CCCCCC3)cc2c1=O (stereo not drawn)
    -1% | 4
Cc1ccc(CN(C(=O)c2ccco2)C(C(=O)NC2CCCC2)c2cccnc2)cc1 (stereo not drawn)
    -4% | 0
CC(C)C(NS(=O)(=O)c1cccc2nsnc12)C(=O)NC1CCCCC1 (stereo not drawn)
    ? | ·
CCCn1c(SCC(=O)c2cc(C)c(C)cc2C)n[nH]c1=O
    i | ·
O=C(c1cccs1)N1CCN(c2ncccn2)CC1
    i | ·
C#CC(C)(CC)NC(=O)Cn1nnc(-c2cccc(C(F)(F)F)c2)n1 (stereo not drawn)
    0% | -19
Cc1ccc(N(C(=O)c2csnn2)C(C(=O)NC(C)(C)C)c2cccs2)cc1 (stereo not drawn)
    -2% | -3
COc1ccccc1C(=O)c1c(C)c(CCC#N)n2ccccc12
    -21% | 12
CN(N)C(=S)NCc1ccccc1
    ? | ·
Cc1oc2c(CN(C)C)c(O)ccc2c(=O)c1-c1cscn1
    -14% | -9
O=C(c1ccccc1)N1CCCCC(S(=O)(=O)c2ccc3ccccc3c2)C1=O (stereo not drawn)
    ? | ·
O=C1NC(=O)/C(=C/c2ccc(O)cc2)S1
    9% | -3

# Some of the entries so far, as tab-separated lines:
mol	Lipid storage S3	Lipid storage S3 cell count max
Cc1cc(C)nc(SCc2ccc3nonc3c2)n1	?	·
CCCC(=O)C1=C(O)C(C(=O)OC)C(C)(C)CC1=N (stereo not drawn)	?	·
Cc1cc(N/C=C\c2nnnn2-c2ccccc2)no1	?	·
O=c1[nH]c2cc3c(cc2cc1CN(Cc1nnnn1CC1CCCO1)C1CCCC1)OCO3 (stereo not drawn)	36%	9

# (more compounds)
# Every second line gives: Lipid storage S3 | Lipid storage S3 cell count max
CCCCOCCCNCc1cccn1CCN1CCOCC1
    ? | ·
O=c1cc(CSc2nnc(C3CC3)n2Cc2ccccc2)nc2sccn12
    ? | ·
Cc1ccccc1NC(=O)COc1nsnc1N1CCOCC1
    ? | ·
CCN(CC)c1ccc(C2C3CCCCC3(O)CCN2C(=O)c2cccs2)cc1 (stereo not drawn)
    10% | 1
CCC(C(=O)N1CCOCC1)n1nc(C)c2sc3ccccc3c2c1=O (stereo not drawn)
    i | ·
COc1ccc(CN(CCN2CCOCC2)C(=O)c2c(F)cccc2F)cc1OC
    ? | ·
Cc1nnc(SCCn2c(N3CCCCCC3)nc3c2c(=O)[nH]c(=O)n3C)s1
    ? | ·
CCCCN(C(=O)c1ccc2c(c1)NC(=O)CS2)c1ccccc1
    ? | ·
CCOC(=O)C1CSC(CC(=O)Nc2ccc(OC(F)(F)F)cc2)C(=O)N1 (stereo not drawn)
    ? | ·
O=C(NCc1ccccc1)C1=C[C@@H](C2CCCCC2)C[C@@H](OCc2ccc(CO)cc2)O1
    3% | -11
Cc1c(NS(=O)(=O)c2cccs2)cccc1-c1nc2cccnc2s1
    ? | ·
COc1ccccc1NS(=O)(=O)c1ccc(C)c(NC(=O)NC2CCCCC2)c1
    ? | ·
Cc1ccc(-c2nc3ncccc3o2)cc1NC(=O)c1cc2ccccc2o1
    ? | ·
O=Cc1ccc(OC2OCCOC2Oc2ccc(C=O)cc2)cc1 (stereo not drawn)
    -10% | -13
Cc1cc(Cl)c(S(=O)(=O)Nc2ccc(S(=O)(=O)N3CCOCC3)cc2)cc1OCC(N)=O
    -7% | -1
O=C(Nc1ccc(Br)cc1)N1CCCCCC1
    i | -28
NC(=O)c1nsc(C(=O)N(c2cccc(F)c2)C(C(=O)NCc2ccccc2)c2ccc(O)cc2)c1N (stereo not drawn)
    ? | ·
CCN1CCN(CCCNC(=O)c2ccc(NC(=O)C3=C(C)OCCS3)cc2)CC1
    i | 2
O=C(NCc1ccco1)C1Cc2cc(Cl)ccc2O1 (stereo not drawn)
    ? | ·
CNC(=O)COC(=O)c1ccccc1Nc1ccccc1
    ? | ·

# Full records as entered above:
# Results for Cc1c(NS(=O)(=O)c2cccs2)cccc1-c1nc2cccnc2s1 = Lipid storage S3 = ?; Lipid storage S3 cell count max = ·
# Results for COc1ccccc1NS(=O)(=O)c1ccc(C)c(NC(=O)NC2CCCCC2)c1 = Lipid storage S3 = ?; Lipid storage S3 cell count max = ·
# Results for COc1ccc(NC(=O)CN(C)C(=O)c2ccc(-c3ccccc3Cl)o2)cc1 = Lipid storage S3 = ?; Lipid storage S3 cell count max = ·

# (cont.)
# Every second line gives: Lipid storage S3 | Lipid storage S3 cell count max
COc1cccc(Cn2c(=O)sc3ccccc3c2=O)c1
    18% | 3
S=C(c1ccc2c(c1)OCO2)N1CCCCC1
    ? | ·
COc1ccc(C(=O)NCc2nnc(SCC(=O)N3CCC(C)CC3)o2)cc1OC
    -10% | -14
Cc1cc(C)c2c(c1)NC(=O)C2(O)CC(=O)c1cccs1 (stereo not drawn)
    ? | ·
Cn1c(=O)n(C)c2cc(/C=N/NC(=O)c3ccc(Cl)cc3)ccc21
    -22% | -3
CCOC(=O)N1CCN(C(=O)/C(=C/c2ccccc2OC)NC(=O)c2ccccc2)CC1
    ? | ·
CCN(CC(=O)Nc1c(F)cccc1F)C(=O)CCN1C(=O)C2CC=CCC2C1=O (stereo not drawn)
    10% | 8
CCNc1nc(N)c(C(=O)c2ccc(Cl)s2)s1
    ? | ·
CCOc1cccc(-c2cc(-c3n[nH]c(=S)n3CC)c3ccccc3n2)c1
    ? | ·
Clc1ccc(CN(Cc2ccc(Cl)cc2)c2nn[nH]n2)cc1
    ? | ·
COc1ccc(C(=O)Nc2nc3ccccc3[nH]2)cc1S(=O)(=O)N1CCOCC1
    ? | ·
O=C1/C(=C/c2ccco2)CCC1C1CCCC1 (stereo not drawn)
    1% | -19
O=C(/C=C/c1ccccc1)CC(O)(c1ccccc1)C(F)(F)C(F)F (stereo not drawn)
    ? | ·
Cc1noc(C)c1C(=O)Nc1ccccc1N1CCCC1
    -7% | -5
CC(C)CN(C(=O)CSc1nnc2c(Cl)cc(C(F)(F)F)cn12)C1CCS(=O)(=O)C1 (stereo not drawn)
    i | ·
Cc1cccc(OCCc2nnc(N)s2)c1C
    ? | ·
Cc1nc2ccc(S(=O)(=O)N3CCCCC3)cc2s1
    ? | ·
CCC(C)NC(=O)CN(c1ccc(OC)cc1)S(=O)(=O)c1ccccc1 (stereo not drawn)
    -9% | -2
C/C(=N\NC(=O)c1ccccc1Br)c1ccc(N2CCOCC2)cc1
    -10% | 17
COc1ccc2oc(C(=O)OCC(=O)N(CC(C)C)c3c(N)n(Cc4ccccc4)c(=O)[nH]c3=O)c(C)c2c1
    ? | ·

# The results go on.
# Every second line gives: Lipid storage S3 | Lipid storage S3 cell count max
O/N=C1\CCCC\C1=C/c1ccccc1
    ? | ·
CC1(C)CC(=O)C2=C(C1)NC1=C(C(=O)c3ccccc31)C2c1ccccc1 (stereo not drawn)
    ? | ·
O=c1c(-c2ccccc2)c(O)c2cccc3c2n1CCC3
    -11% | -1
O=C(OCc1nnc(-c2ccccc2)o1)C12CC3CC(CC(Br)(C3)C1)C2
    ? | ·
O=C(NCCN1CCCCC1)c1ccc(Oc2cc(Cl)cc(Cl)c2)o1
    ? | ·
CCc1ccccc1NC(=O)C1CCCN(c2nccc(C)n2)C1 (stereo not drawn)
    ? | ·
CCn1ncc(Cl)c1C(=O)Nc1cc([N+](=O)[O-])ccc1OC
    -6% | -2
O=C(COC(=O)c1cccc(S(=O)(=O)N2CCOCC2)c1)Nc1ccc(Cl)cn1
    23% | -4
O=S(=O)(c1ccccc1)N1CCC(=NO)CC1
    ? | ·
O=C(O)CCC(=O)c1ccc2c(c1)CCCC2
    0% | -13
COc1ccc(CNS(=O)(=O)c2ccc(F)c(C(=O)Nc3ccccc3OC)c2)cc1
    0% | 10
N#CCC(=O)Nc1ccc(C(=O)OCC(=O)Nc2ccc3ccccc3c2)cc1
    ? | ·
O=C(C1CCCO1)N1CCN(C(=S)Nc2ccccc2Cl)CC1 (stereo not drawn)
    ? | ·
C/C(CC(=O)Nc1ccc2c(c1)OCCO2)=N\NC(=O)COc1ccc(Cl)c(C)c1
    ? | ·
CCOC(=O)Cc1csc(NC(=O)Nc2ccc(OC(F)(F)F)cc2)n1
    3% | 6
CC(C)CNC(=O)CN(c1ccccc1)S(=O)(=O)c1ccccc1[N+](=O)[O-]
    ? | ·
CN(C)CCCNCCCCNC(=O)/C=N/O
    ? | ·

# Not all compounds are listed; count on the stated rates, not on these rows.
